Screens: PubChem, National Center for Advancing Translational Sciences (NCATS)
Rab9 prom act – activators of Rab9 promoter | Huh7 Rab9 promoter-luciferase reporter, luminescence, 24 h | Potency, µM (titrated, usually from 9.22 µM), without a hit: at the top dose activation, negative = inhibition, usual class: activators | 2.8% of 320,000 active | AID 485297; note: potency is the fitted concentration of half-maximal effect; % of control where 0% means no effect; nearly all actives have a fitted effect of over 60% in size
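Luminescence from Amplite-detected luciferase (10 minutes, ambient) reports Rab9 promoter activation. Before that, stable Rab9-luciferase Huh7 cells (1500/well, reduced-serum OP-MEM I plus 10% FBS) were exposed to compound for 24 hours at 37C.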
RORg inh – ROR gamma (mouse) transcription inhibition | Drosophila S2 Gal4-RORgamma UAS-luciferase reporter, 20 h | P51450 | Potency, µM (top dose mostly 53.6 µM), for inactives: at the highest dose activity change, negative = inhibition, usual class: inhibitors | 5.4% of 310,000 active | AID 2551; note: potency is the fitted concentration of half-maximal effect; % is set by controls: 0 for no effect and ±100 for the full control effect; nearly all actives have a fitted effect of over 60% in size
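Stable Schneider cell line, Gal4 DNA-binding domain fused to ROR gamma, UAS-luciferase. Cmpd 1 hr RT → CuSO4 700 uM final → 20 hr RT → luciferase reagent 10 min → luminescence.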
ELG1 genotoxic – inducers of genotoxicity in HEK293T ELG1-luciferase cells. HEK293T ELG1-luciferase reporter, luminescence, 16 h. Potency, µM (highest dose often 46 µM), for inactives: top-dose activity change, positive = activation, usual class: activators. 1.3% of 330,000 active; note: potency is the fitted concentration of half-maximal effect; % of control where 0% means no effect; nearly all actives have a fitted effect of over 60% in size
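DMSO vehicle served as control against compound-treated ELG1-luciferase HEK293T cells; exposure lasted 16 hr at 37 °C and 5% CO2, followed by ONE-Glo luminescence detection after 30 min.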
Gal4-VP16 FLuc – Gal4-VP16 reporter inhibition counter-screen | 3.5% of 310,000 active | Drosophila S2 Gal4-VP16 UAS-luciferase, luminescence, 20 h | Potency, µM (top dose mostly 53.6 µM), for inactives: top-dose activity, negative = inhibition, most hits filed as inhibitors;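 note: Gal4-VP16 expression switched on by copper sulfate through the metallothionein promoter; potency is the fitted concentration of half-maximal effect; % is set by controls: 0 for no effect and ±100 for the full control effect; nearly all actives have a fitted effect of over 50% in size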
FLuc counter – inhibits or activates purified firefly luciferase, miR-21 counter-screen | 6.9% of 360,000 active | P08659 | AID 588342 | Potency, µM (highest dose often 57.5 µM), for the others: at the top dose activity change, negative = inhibition, usual class: inhibitors | purified FLuc, Km substrates, luminescence inhibition;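 note: potency is the fitted concentration of half-maximal effect; plate controls were vehicle for no effect and reference inhibitor for full effect; nearly all actives have a fitted effect of over 55% in size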
Target sequence (P08659 whole entry, looked up): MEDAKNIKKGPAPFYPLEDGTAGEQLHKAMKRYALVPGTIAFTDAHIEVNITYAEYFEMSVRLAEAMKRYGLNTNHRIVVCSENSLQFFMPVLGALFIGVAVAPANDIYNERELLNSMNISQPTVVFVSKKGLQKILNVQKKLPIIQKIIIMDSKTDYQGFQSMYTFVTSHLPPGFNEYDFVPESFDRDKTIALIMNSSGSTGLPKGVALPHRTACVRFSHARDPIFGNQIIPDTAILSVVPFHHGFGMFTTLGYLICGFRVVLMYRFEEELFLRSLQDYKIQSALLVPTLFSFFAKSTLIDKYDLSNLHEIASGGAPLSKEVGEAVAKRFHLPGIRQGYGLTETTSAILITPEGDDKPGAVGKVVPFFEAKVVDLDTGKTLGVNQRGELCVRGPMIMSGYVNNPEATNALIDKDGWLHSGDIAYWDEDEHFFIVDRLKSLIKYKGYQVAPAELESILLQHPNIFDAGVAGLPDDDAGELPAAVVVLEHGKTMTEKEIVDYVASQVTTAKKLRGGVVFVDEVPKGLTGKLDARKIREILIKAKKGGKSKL
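Purified P. pyralis luciferase (10nM final) with 10uM D-luciferin and 10uM ATP (Km levels) in 50mM Tris acetate pH 7.5, 10mM Mg acetate, 0.01% Tween-20, 0.05% BSA; qHTS 6-point titration, ~60 µM downward; luminescence read.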
NPC1 promoter act – activators of NPC1 promoter. Huh7 NPC1 promoter luciferase reporter, 24 h. Potency, µM (titrated, usually from 9.22 µM), for the others: at the highest dose activation, hits mostly activators. 2.4% of 320,000 active;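 note: potency is the fitted concentration of half-maximal effect; % of control where 0% means no effect; nearly all actives have a fitted effect of over 60% in size; reporter is driven by a mutant NPC1 promoter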
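Compounds in DMSO were transferred onto Huh7 NPC1-luciferase reporter cells pre-incubated 2 h; after 24 h at 37 °C, Amplite reagent was dispensed and luminescence recorded 10 min later.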
Giardia kill – kills Giardia lamblia; Giardia lamblia trophozoite viability; activity change, % at 7.66 µM, hits read low; 0.15% of 340,000 active; in the data active = activity change below about -80%; inconclusive = between about -30% and that limit;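 note: parasites exposed to compound for two days anaerobically before the ATP read; % is set by controls: 0 for no effect and ±100 for the full control effect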
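Anaerobic 48 hrs incubation at 37 deg C of 100 trophozoites/well with test compounds; ATPLite 1-Step luminescence, 15-30 min RT, reports cellular ATP as viability.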
Menin MLL FP TR – menin-MLL binding inhibition, Texas Red mutant peptide. O00255. Menin + Texas Red MLL mutant peptide, fluorescence polarization. Potency, µM (doses to about 61.6 µM), without a hit: at the top dose FP activity change, negative = inhibition, most hits filed as inhibitors. 0.23% of 270,000 active. AID 1768; active = well fitted inhibition curve with a large enough effect in the polarisation, with a control signal flat, not every such curve was filed as active; inconclusive = small, poorly fitted or top-dose-only effect, or effect the other way, or a change in a side signal; inactive = no such curve, though single readings can be large or run the other way; the % refers to the polarisation; note: potency is the fitted concentration of half-maximal effect; % of control where 0% means no effect; many of its hits are not listed in these tables
PKM2 activator – PKM2 (human) enzyme activation. Potency, µM (highest dose often 57.5 µM), without a hit: at the highest dose activation, hits mostly activators. AID 1631. P14618. purified PKM2, Kinase-Glo ATP luminescence, activation; response scale: 0% is enzyme alone, no compound. 0.34% of 260,000 active; note: potency is the fitted concentration of half-maximal effect; % is set by controls: 0 for no effect and ±100 for the full control effect; nearly all actives have a fitted effect of over 55% in size
Target sequence (P14618 whole entry, looked up): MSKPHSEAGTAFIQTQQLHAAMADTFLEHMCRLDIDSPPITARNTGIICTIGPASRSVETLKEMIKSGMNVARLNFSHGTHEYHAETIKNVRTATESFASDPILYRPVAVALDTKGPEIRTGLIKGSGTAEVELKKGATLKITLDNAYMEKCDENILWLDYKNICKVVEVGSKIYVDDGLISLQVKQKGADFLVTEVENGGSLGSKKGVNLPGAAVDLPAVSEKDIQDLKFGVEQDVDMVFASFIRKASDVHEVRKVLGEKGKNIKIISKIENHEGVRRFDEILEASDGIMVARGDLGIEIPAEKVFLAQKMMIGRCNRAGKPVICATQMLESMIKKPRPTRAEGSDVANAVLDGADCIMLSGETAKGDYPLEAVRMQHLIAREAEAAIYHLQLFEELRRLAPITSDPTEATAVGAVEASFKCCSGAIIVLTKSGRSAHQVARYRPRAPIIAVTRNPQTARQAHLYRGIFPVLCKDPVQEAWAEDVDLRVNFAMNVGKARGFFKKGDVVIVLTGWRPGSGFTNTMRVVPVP
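hPK-M2, >95% pure; 0.1 mM ADP / 0.5 mM PEP final; imidazole pH7.2 buffer w/ 7 mM MgCl2, 50 mM KCl; 1 h RT; Kinase-Glo lum. Intermediate enzyme activity for dual inhibitor/activator qHTS.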
BRCA1 expr up – activators of BRCA1 expression. MCF7-BRCA1-FFLuc reporter, luminescence, 48 h; response scale: scaled: vehicle 0%, 10 µM genistein 100%. Potency, µM (titrated, usually from 46.1 µM), for the others: top-dose activation, usual class: activators. 1.1% of 380,000 active. AID 624202; note: potency is the fitted concentration of half-maximal effect; nearly all actives have a fitted effect of over 80% in size; some results filed as inactive show a strong effect at the top dose
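MCF7-BRCA1-FFLuc, 2000 cells/well; 2 h attach, 37 °C/5% CO2; compound 48 h; luciferase substrate 15 min; luminescence end-point. Norm. to genistein 10 microM max activation and DMSO; concentration-response curves fitted.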
p53 reactivation – mutant p53 re-activation in reporter cells; H1299 p53-A138V BP100-luciferase reporter, luminescence, 24 h; Potency, µM (series often up to 92.2 µM), without a hit: at the top dose activity change, positive = activation, actives largely listed as activators; 0.063% of 320,000 active; AID 504706; note: potency is the fitted concentration of half-maximal effect; % of control where 0% means no effect; nearly all actives have a fitted effect of over 45% in size
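p53-null H1299 cells stably carrying temperature-sensitive p53-A138V and a BP100-luciferase reporter were pinned with compounds (4-point, 1:5 series) and held 24 hrs at 37 deg C. Luminescence was read 10 min after detection reagent.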
An asterisk follows results filed as active; ? = inconclusive; nt = not tested or not shown; & = joins results of further samples; [ ] = dose if it differs, or a comment. Unless noted, calls come from the whole dose curve; as a rule, active = well fitted curve in the direction sought with a large enough effect; inconclusive = small, poorly fitted or top-dose-only effect, or another doubt; inactive = no such curve, though single readings can be large; an effect the other way counts as inactive or inconclusive.

SMILES | Rab9 prom act | RORg inh | ELG1 genotoxic | Gal4-VP16 FLuc | FLuc counter | NPC1 promoter act | Giardia kill | Menin MLL FP TR | PKM2 activator | BRCA1 expr up | p53 reactivation
CC1(NC(=S)NCCO)CCS(=O)(=O)C1 (configuration not stated) | 2% | 6% | -1% | 14% | 1% | -1% | -22 | -5% | -1% | -4% | 8%
COc1ccc(NC(=O)N/C=C/c2ccc(Cl)cc2)cc1 | 0% | 4% | 1% | 17% | -3% | -1% | 6 | -4% | 3% | 30% | -2%
CC(Oc1cc2oc(=O)c3c(c2cc1Cl)CCC3)C(=O)NC1CC(C)(C)NC(C)(C)C1 (configuration not stated) | 0% | -1% | -1% | 9% | -1% | -1% | 2 | nt | nt | 10% | -4%
Fc1ccccc1CSc1nc2ncccc2[nH]1 | ? | -21% | 10µM* | 0% | 15µM* | ? | -18 | 6% | -11% | ? | ?
COc1ccc(/C=C2\SC(=O)N(CCNC(=O)CCS(=O)(=O)c3ccc(C)cc3)C2=O)cc1 | 2.8µM* | 9% | ? | 3% | 9.5µM* | ? | -9 | -4% | -4% | ? | ?
CCN(CC(=O)NCc1cccs1)C(=O)c1cccc(S(=O)(=O)NCc2ccccc2)c1 | -1% | nt | -5% | nt | -3% | 0% | -21 | nt | nt | -20% | 1%
Cc1cc2c(=O)n(C)c(SCC(=O)Nc3ccccc3C)nc2s1 | 3% | nt | 2% | nt | 1% | 1% | -17 | nt | nt | -33% | 0%
CCOc1ccccc1-n1nnnc1SCC(=O)NC(=O)Nc1ccc2c(c1)OCCO2 | 1% | -34% | -1% | -3% | -16% | 1% | 9 | -27% | 1% | -38% | 4%
COc1cc(C)c(S(=O)(=O)N2CCN=C2c2ccccc2)cc1C | -5% | -27% | 0% | -8% | 9% | 0% | -12 | -18% | -4% | -14% | -4%
Cc1ccc(C)c(NC(NC(=O)c2ccccn2)C(Cl)(Cl)Cl)c1 (configuration not stated) | -1% | 17% | -2% | 6% | 2% | -5% | 5 | 45%[activator] | 8% | -35% | -2%
CSc1ccccc1NC(=O)CN(C)CC(=O)Nc1cccc(Br)c1 | -11% | ? | -9% | -11% | 1% | -5% | 23 | -9% | 3% | -8% | -3%
CCOC(=O)N1CCN(C(=O)c2ccccc2CCc2ccccc2)CC1 | -5% | -9% | 0% | -2% | -2% | 1% | -10 | ? | -2% | -20% | -1%
O=C1CC(c2ccccc2)=Nc2ccccc2N1 | 27% | ? | -2% | -3% | -12% | 2% | 7 | -8% | -14% | 6% | 6%
C/C(=C\C(=O)Nc1cc(C)on1)c1ccccc1 | 27% | 3% | 14% | 0% | 12µM* | 29% | -6 | 0% | -4% | ? | 16%
C=CCN1C(=O)/C(=c2\sc3nc(=O)c(Cc4ccccc4Cl)nn3c2=O)c2ccccc21 | -12% | 13µM* | -8% | ? | ? | -4% | 1 | nt | 1% | -47% | -3%
O=C(CCN1C(=O)C2CC=CCC2C1=O)Nc1cccc(Cl)c1 (configuration not stated) | -1% | -5% | 7% | -6% | -1% | -2% | 5 | nt | -19% | 1% | -20%
COc1cccc(CC(=O)Nc2nc3c(s2)C(=O)CC(C)(C)C3)c1 | 0% | -24% | 4% | -7% | 4% | -6% | -4 | 4% | 4% | 26% | -7%
CCOC(=O)N1CCN(C(=O)C2CCC(=O)N(Cc3ccc(Cl)cc3)C2)CC1 (configuration not stated) | 8% | -3% | 0% | -10% | 0% | 6% | 9 | nt | -1% | 2% | -1%
COC(=O)c1cc(S(=O)(=O)NCCCc2ccco2)c[nH]1 | -6% | 23% | -2% | -8% | 2% | 2% | -22 | 11% | nt | -4% | 2%
COc1ccc(-c2cc(C(=O)Nc3cc(Cl)ccc3OC)no2)cc1 | 14% | 6% | -1% | 0% | 4% | 24% | 9 | ? | nt | -44% | 11%
Cc1ccc(C)c(OCC(O)CN2CCc3ccccc3C2)c1C (configuration not stated) | -3%[1.84 µM] | 9% | -12% | 2% | 0% | -20% | 15 | ? | nt | -21% | -2%
COc1ccc(S(=O)(=O)N2CC=C(C(=O)Nc3ccc(NC(C)=O)cc3)CC2)cc1 | 3% | -1% | -2% | 1% | 0% | -3% | -5 | ? | 0% | -28% | 0%
Nc1ccc2oc3ccc(N)cc3c(=O)c2c1 | 4µM* | -20% | ? | 6% | 24µM* | 2.5µM* | -2 | 6% | 6% | ? | 12%
Cc1ccc(Cl)cc1NC(=O)CNC(=O)N1CC(=O)Nc2ccccc21 | 3% | 3% | -1% | 4% | -1% | -6% | 20 | 17% | nt | -12% | -1%
CC(=O)Nc1ccc(OCC(O)Cn2c3ccccc3c3ccccc32)c(C)c1 (configuration not stated) | -4% | ? | -14% | -15% | -17% | -4% | -14 | ? | 5% | -81% | -1%

Continued:
SMILES | Rab9 prom act | RORg inh | ELG1 genotoxic | Gal4-VP16 FLuc | FLuc counter | NPC1 promoter act | Giardia kill | Menin MLL FP TR | PKM2 activator | BRCA1 expr up | p53 reactivation
O=C(NC(=S)Nc1cccc(CO)c1)c1ccc(-c2ccccc2)cc1 | 1.6µM* | 1.6µM* | 3% | 2.8µM* | ? | 1µM* | -19 | -4% | -8% | 28% | 5%
N/C(CSc1ccc(Cl)cc1)=N\S(=O)(=O)c1ccc(Cl)cc1 | 2% | 5% | -7% | 8% | 4% | -1% | -4 | nt | 1% | -23% | -6%
COc1ccccc1CN(C)C(=O)CN1CCN(S(=O)(=O)c2ccc3c(c2)OCCCO3)CC1 | 0% | nt | -1% | nt | 0% | -2% | -26 | nt | nt | -10% | -8%
Cc1cccc2cc(CN(Cc3ccc(F)cc3)C(=O)N(C)C)c3nnnn3c12 | 2% | -1% | -12% | -2% | 8% | 0% | 35[activator] | 1% | -3% | 1% | -1%
CCCOc1ccc(CNCCCOCC)cc1OC | -1% | -16% | 0% | -5% | 2% | -1% | -11 | -1% | 5% | -5% | -3%
CN1CCN(c2ccccc2NC(=O)COc2ccc(Br)cc2)CC1 | 4% | -1% | -17% | -2% | 3% | -2% | -6 | -11% | -1% | 2% | -2%
Cc1ccc(S(=O)(=O)N2CCCc3cc(NC(=O)c4c(F)cccc4F)ccc32)cc1 | 0% | -7% | -2% | 4% | -1%&-6% | -4% | 5 | nt | nt | -1% | -2%
N#Cc1ccc(COC(=O)C2CC(=O)N(CCc3ccccc3)C2)cc1 (configuration not stated) | 9% | nt | 2% | nt | 1% | 0% | -1 | nt | nt | -13% | 0%
CCOc1cc(CNCCc2ccc(S(N)(=O)=O)cc2)cc(Cl)c1OCc1ccccc1 | -13% | 3% | -8% | ? | 3% | -13% | -11 | -20% | -3% | -67% | -21%
COc1ccc(S(=O)(=O)N(CC(=O)N2CCOCC2)c2ccc(F)cc2)cc1OC | 5% | -15% | 0% | 3% | 3% | 0% | -8 | 10% | nt | -13% | -4%
CCN(CC)C(=O)COc1c(-c2ccco2)oc2ccccc2c1=O | 3% | 5% | -6% | -10% | 2% | -5% | 27 | -7% | -5% | -4% | 5%
CCOC(=O)C1=C(Nc2ccc(OC)cc2)OCC1=O | 2% | 22% | 3% | -19% | -3% | -4% | -4 | nt | 0% | -1% | -2%
CCOC(=O)c1cc2occc2n1CC(=O)NCCOC | 0% | ? | -4% | -5% | 2% | -3% | 8 | -19% | 1% | -23% | 1%
CC(C)Nc1ncnc2c1cnn2-c1ccc(Cl)cc1 | 0.32µM* | ? | 0.37µM* | ? | 0.54µM* | 0.28µM* | ? | 30%[activator] | -10% | 23% | 3%
COc1ccc(OC)c(CN2CCN(c3ccccc3OC)CC2)c1 | 1% | -17% | -1% | 11% | 2% | 1% | -18 | -4% | 8% | -35% | -1%
CCSc1nnc(-c2ccccc2N=Cc2c(C)[nH]n(-c3ccccc3)c2=O)c(=O)[nH]1 | 11% | 42% | 1% | ? | ? | 1% | 8 | 5% | 0% | 18% | 3%
O=Cc1ccc(OCCCOc2cccc3cccnc23)cc1 | 0% | 21% | 16% | 0% | -6% | -2% | 0 | -10% | -2% | 34% | -28%
COc1ccc2cc(C3(C)NC(=O)N(CC(=O)NCCC4=CCCCC4)C3=O)ccc2c1 (configuration not stated) | 3% | 18% | -6% | -4% | -2% | -1% | 10 | 1% | 7% | -3% | -1%
Cc1nc(C)c(C(=O)C2=C(O)C(=O)N(CCN(C)C)C2c2ccco2)s1 (configuration not stated) | 0% | -3% | 0% | 4% | 0% | 1% | ? | nt | -4% | 2% | -2%

This is a subset (hit frequency here may not be typical).
